# NPR1 activator = GC-A (human) enzyme activation | P16066 | HEK293 GC-A cells, cGMP TR-FRET, EC30 ANP; 0% at EC30 ANP, 100% saturating ANP | activation, % at 10 µM | hit rate 0.14% among 370,000 | AID 1671463; in the data active = activation above about 40%
# Target sequence (P16066 whole entry, looked up): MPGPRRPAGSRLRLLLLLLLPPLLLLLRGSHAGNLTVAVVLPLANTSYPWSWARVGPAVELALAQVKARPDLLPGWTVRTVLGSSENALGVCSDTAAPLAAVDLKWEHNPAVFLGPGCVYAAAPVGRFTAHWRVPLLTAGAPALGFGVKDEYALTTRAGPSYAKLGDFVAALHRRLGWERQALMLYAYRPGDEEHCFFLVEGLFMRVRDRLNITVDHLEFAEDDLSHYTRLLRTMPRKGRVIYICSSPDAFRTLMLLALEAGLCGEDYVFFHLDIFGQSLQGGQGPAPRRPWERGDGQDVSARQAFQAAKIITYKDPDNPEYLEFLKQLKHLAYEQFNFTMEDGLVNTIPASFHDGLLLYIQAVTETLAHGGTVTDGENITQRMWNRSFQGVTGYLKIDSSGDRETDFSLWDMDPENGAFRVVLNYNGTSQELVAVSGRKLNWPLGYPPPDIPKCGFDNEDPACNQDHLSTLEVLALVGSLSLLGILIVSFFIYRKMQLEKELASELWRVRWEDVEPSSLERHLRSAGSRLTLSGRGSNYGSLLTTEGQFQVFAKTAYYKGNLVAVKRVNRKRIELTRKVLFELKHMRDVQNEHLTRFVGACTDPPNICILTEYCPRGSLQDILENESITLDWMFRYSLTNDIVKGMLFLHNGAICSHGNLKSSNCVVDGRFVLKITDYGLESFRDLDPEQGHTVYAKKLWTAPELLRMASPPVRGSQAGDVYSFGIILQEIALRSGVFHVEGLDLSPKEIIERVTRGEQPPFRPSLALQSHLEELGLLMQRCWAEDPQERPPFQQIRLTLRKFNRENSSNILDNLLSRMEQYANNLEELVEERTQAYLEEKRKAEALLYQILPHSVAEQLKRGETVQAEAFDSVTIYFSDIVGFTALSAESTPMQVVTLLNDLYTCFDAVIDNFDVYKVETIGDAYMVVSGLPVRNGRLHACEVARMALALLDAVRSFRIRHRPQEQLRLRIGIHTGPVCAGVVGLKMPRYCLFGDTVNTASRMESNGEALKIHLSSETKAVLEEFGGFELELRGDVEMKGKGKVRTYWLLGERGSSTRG
# hcDAF-12 act = H. contortus DAF-12 activation, primary screen; AID 652067; HEK293 hcDAF-12 lit1-tk-luc reporter, luminescence; 0% DMSO, 100% Δ7-dafachronic acid; hit rate 1.4% among 370,000; activation, % at 6.8 µM;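 active = activation above the mean of all tested compounds plus 3 SD, cut at about 5.5% in these data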;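 note: 100% = response to 3 µM Δ7-dafachronic acid high control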
# SMARCA2 act = SMARCA2 function activation, primary screen; MG213 cells, MMTV-luciferase reporter, dexamethasone, overnight; activation, % at 9.1 µM; hit rate 1% among 370,000; in the data active = activation above about 7.8%;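 note: 0% = vehicle wells and 100% = reference activator wells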
# GC-B act = GC-B (human) receptor activation. activation, % at 10 µM. HEK293-GC-B cells, CNP EC30, cGMP TR-FRET; 0% at EC30 CNP, 100% saturating CNP. hit rate 0.11% among 370,000. P20594;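 active = activation at 10 µM reaching about 35% in either raw or pattern-adjusted values, limit read from the data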
# KLK7 zymogen act = activators of human kallikrein-7 zymogen. hit rate 0.9% among 370,000. purified proKLK7, EDANS-DABCYL substrate fluorescence; 100% is mature enzyme control, 0% vehicle. activation, % at 7 µM. AID 652039. P49862;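 active = activation above the mean of all tested compounds plus 3 SD, computed per campaign excluding outliers beyond control limits, cut at about 13% in these data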
# hgDAF-12 ag = hgDAF-12 agonism, primary luciferase screen. HEK293 GAL4-hgDAF12 UAS-luciferase reporter, agonist luminescence; normalized to butyrate control. activation, % at 6.8 µM. hit rate 1.8% among 370,000. AID 687014;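 active = activation above a cutoff set at the mean of all screened compounds plus 3 SD, cut at about 10% in these data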;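 note: 0% = DMSO wells and 100% = sodium butyrate wells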
# GAA850 FXN act = frataxin GAA850 promoter activation; HEK293 lucGAA850 FXN promoter luciferase reporter, 24 h; percent of 10 µM SAHA response; activation, % at 6 µM; hit rate 0.56% among 360,000; AID 540364;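 active = activation above the average of all compounds screened plus 3 SD, cutoff fixed separately per campaign, cut at about 7.5% in these data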;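 note: 0% = DMSO wells and 100% = 10 µM SAHA wells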
# DAX1 inh-1 = inhibits human nuclear receptor DAX1. AID 504766. hit rate 0.99% among 340,000. HEK293 Gal4-DAX1 luciferase reporter, luminescence. inhibition, % at 6.75 µM. P51843;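 active = inhibition above the mean over all tested compounds plus 3 SD, cut at about 4.2% in these data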;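 note: 0% = DAX1-transfected cells with DMSO and 100% = empty-vector control cells with DMSO; inhibition shows as a rise in luminescence from relieved DAX1 repression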
# DAX1 inh-2 = blocks DAX1 repression of SF-1 activated StAR promoter; HEK293T StAR-luciferase reporter, SF-1/DAX-1 repression relief; inhibition, % at 6.8 µM; hit rate 1.1% among 370,000; AID 652010;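 active = inhibition above the mean over all tested compounds plus 3 SD, cut at about 3.6% in these data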;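 note: 0% = DAX-1 cells with DMSO and 100% = cells lacking DAX-1 with DMSO; higher inhibition means more luminescence from relief of DAX-1 repression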
# ssDAF12 agonist = activates DAF-12 receptor from parasite S. stercoralis; HEK293 ssDAF-12/GRIP1 lit1-tk-luc reporter, luminescence; % of 3 µM dafachronic acid response; activation, % at 6.8 µM; hit rate 1% among 370,000;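 active = activation above the mean over all tested compounds plus 3 SD, cut at about 0.9% in these data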;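 note: 0% = DMSO-only wells and 100% = 3 µM delta7-dafachronic acid wells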
# HGIII-sPLA2 inh = Blocks human group III sPLA2 activity; QFRET BODIPY PC-A2 liposome hydrolysis, fluorescence; inhibition, % at 12.2 µM; hit rate 0.56% among 370,000; AID 743126;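 active = inhibition above mean plus 3 SD of compounds lying within the high and low control bounds, cut at about 19% in these data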;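 note: 0% = median of test compound wells and 100% = no enzyme DMSO wells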
# Active calls of the source: *; nt = no result given; & = joins results of further samples. Not a hit list. About 6.7% of those tested had a hit in this group.
# Codes: A = NPR1 activator; B = hcDAF-12 act; C = SMARCA2 act; D = GC-B act; E = KLK7 zymogen act; F = hgDAF-12 ag; G = GAA850 FXN act; H = DAX1 inh-1; I = DAX1 inh-2; J = ssDAF12 agonist; K = HGIII-sPLA2 inh
Structure: O=C(c1c[nH]c(C(=O)N2CCN(c3ccccc3F)CC2)c1)c1cccc(Cl)c1Cl
  A = -6 | B = -0.1 | C = -2 | D = -7 | E = -0.1 | F = -0.7 | G = -2.8 | H = 1.1 | I = 0.2 | J = -1.0 | K = 8
Structure: Cc1cccc(CCNc2nc3ccccc3n3nnnc23)c1
  A = 11 | B = -1.1 | C = 0 | D = 1 | E = -1.1 | F = 1.4 | G = 0.5 | H = -0.3 | I = 0.0 | J = -1.3 | K = 4
Structure: COC(=O)/C(=C\Nc1ccc(Cl)cc1Cl)NC(=O)c1ccc(OC)cc1
  A = -7 | B = -2.1 | C = -2 | D = 2 | E = 0.5 | F = 0.8 | G = -4.1 | H = -3.6 | I = -2.4 | J = -2.5 | K = -68
Structure: NS(=O)(=O)c1ccc(CNC(=O)C23CC4CC(CC(C4)C2)C3)cc1
  A = 1 | B = -0.9 | C = -3 | D = 6 | E = -0.2 | F = -1.2 | G = 2.3 | H = 0.5 | I = -0.5 | J = -0.9 | K = -1
Structure: O=C(O)Cn1nc(C(F)(F)F)c2c1CCCCC2
  A = 3 | B = -1.4 | C = -3 | D = 0 | E = 0.1 | F = -0.8 | G = -0.1 | H = 0.2 | I = -0.3 | J = -0.1 | K = 5
Structure: O=C(CC(=O)c1ccccc1)Nc1ccccn1
  A = 0 | B = 4.2 | C = 13* | D = 6 | E = 21* | F = 7.3 | G = 4.3 | H = 2.9 | I = 0.4 | J = 0.1 | K = 0
Structure: Cc1cc2ncn(C3CC(=O)N(Cc4ccc(N5CCCC5=O)cc4)C3=O)c2cc1C (configuration not stated)
  A = -1 | B = 0.8 | C = -1 | D = -1 | E = 0.9 | F = 2.3 | G = 0.1 | H = 3.3 | I = 0.7 | J = -1.5 | K = -1
Structure: CCCCCn1c(N)c(C#N)c2nc3ccccc3nc21
  A = 3 | B = -3.1 | C = -3 | D = -1 | E = 22* | F = -1.3 | G = 1.5 | H = -1.4 | I = -1.0 | J = -1.8 | K = 10
Structure: O=C1CCCCC1C(=O)c1ccccc1 (configuration not stated)
  A = -1 | B = 0.4 | C = -1 | D = 6 | E = 0.5 | F = -1.3 | G = nt | H = nt | I = -0.1 | J = -0.6 | K = 0
Structure: O=C(NCc1ccccc1)C1(C(F)(F)F)C/C(=C/CCO)CCCO1 (configuration not stated)
  A = -2 | B = -0.2 | C = 1 | D = 4 | E = -0.2 | F = -0.3 | G = 0.7 | H = 1.4 | I = 0.0 | J = -1.4 | K = -5
Structure: COC(=O)c1sc(NC(=O)c2oc3ccccc3c2C)nc1C
  A = 0 | B = 8.2* | C = 7 | D = 0 | E = -0.2 | F = 8.0 | G = 3.3 | H = 0.4 | I = 1.2 | J = 0.7 | K = 0
Structure: COC(=O)c1ccc(N2CCOCC2)c(NC(=O)Nc2cccc(OC)c2)c1
  A = 14 | B = 0.4 | C = -2 | D = -7 | E = -0.1 | F = -3.4 | G = -0.3 | H = -1.1 | I = -0.1 | J = -1.5 | K = 7
Structure: CCOC(CNC(=O)c1ccc(CNC(=O)c2ccc(OC)c(OC)c2)cc1)OCC
  A = 0 | B = -1.9 | C = 4 | D = 0 | E = 0.3 | F = -2.2 | G = -0.8 | H = 1.1 | I = -0.8 | J = -1.9 | K = 1
Structure: COc1nc(C)nc(NC(=O)NS(=O)(=O)c2ccc(C)cc2)n1
  A = -1 | B = -0.5 | C = -3 | D = 2 | E = 0.1 | F = -0.8 | G = 1.0 | H = -1.4 | I = -0.8 | J = -1.3 | K = 9
Structure: COc1cccc(-c2nc(CS(=O)(=O)CC(=O)NCCCOC(C)C)c(C)o2)c1
  A = -6 | B = -1.4 | C = -4 | D = 4 | E = 0.1 | F = -2.1 | G = -1.3 | H = -1.4 | I = -1.0 | J = -0.5 | K = -3
Structure: CC(C(=O)NCc1ccc2c(c1)OCO2)N1c2cccc3cccc(c23)S1(=O)=O (configuration not stated)
  A = -3 | B = -2.4 | C = -3 | D = 1 | E = 0.9 | F = -0.8 | G = 2.8 | H = -1.6 | I = -1.0 | J = -1.1 | K = -4
Structure: O=C(CN1CCN(c2ccccc2O)CC1)Nc1ccccc1C(=O)NCCc1ccccc1
  A = -1 | B = 1.6 | C = -2 | D = -1 | E = 0.2 | F = 0.1 | G = 0.3 | H = -1.8 | I = 1.8 | J = -0.6 | K = -9
Structure: Cc1cc(C)n(CCCNCC(O)c2ccccc2)n1 (configuration not stated)
  A = -6&-10 | B = -0.9&0.7 | C = -1&0 | D = -6&-9 | E = 0.3&0.5 | F = -0.7&-1.0 | G = -1.6&-0.6 | H = 0.4&0.2 | I = 0.7&0.5 | J = -1.7&-0.8 | K = -4&6
Structure: O=C(NC(=S)N1CCCCC1)c1cccs1
  A = 5 | B = -0.2 | C = 1 | D = 0 | E = 0.0 | F = 3.8 | G = 2.5 | H = 3.8 | I = 0.3 | J = -0.6 | K = 3
Structure: COc1cc(S(=O)(=O)Nc2ccccc2C)ccc1NC(=O)c1ccncc1
  A = -11 | B = -2.2 | C = 2 | D = -8 | E = 0.1 | F = -3.9 | G = 1.1 | H = -0.2 | I = -0.8 | J = -1.5 | K = 4
Structure: CN(c1ccccc1)S(=O)(=O)c1cccc(C(=O)Nc2cccc(C(=O)NC3CC3)c2)c1
  A = -1 | B = -2.3 | C = -2 | D = 1 | E = 0.6 | F = -5.1 | G = 0.7 | H = -2.9 | I = -2.4 | J = -1.3 | K = -16
Structure: COC(=O)CSc1nc(C)c(Oc2ccccc2)c(=O)[nH]1
  A = -5 | B = -0.9 | C = -2 | D = 1 | E = -0.1 | F = 0.8 | G = 0.1 | H = 0.1 | I = -0.3 | J = -1.2 | K = -3

# Rewritten as tab-separated lines: 4 of the compounds above
compound	NPR1 activator	hcDAF-12 act	SMARCA2 act	GC-B act	KLK7 zymogen act	hgDAF-12 ag	GAA850 FXN act	DAX1 inh-1	DAX1 inh-2	ssDAF12 agonist	HGIII-sPLA2 inh
CC(C(=O)NCc1ccc2c(c1)OCO2)N1c2cccc3cccc(c23)S1(=O)=O (configuration not stated)	-3	-2.4	-3	1	0.9	-0.8	2.8	-1.6	-1.0	-1.1	-4
O=C(CN1CCN(c2ccccc2O)CC1)Nc1ccccc1C(=O)NCCc1ccccc1	-1	1.6	-2	-1	0.2	0.1	0.3	-1.8	1.8	-0.6	-9
Cc1cc(C)n(CCCNCC(O)c2ccccc2)n1 (configuration not stated)	-6&-10	-0.9&0.7	-1&0	-6&-9	0.3&0.5	-0.7&-1.0	-1.6&-0.6	0.4&0.2	0.7&0.5	-1.7&-0.8	-4&6
O=C(NC(=S)N1CCCCC1)c1cccs1	5	-0.2	1	0	0.0	3.8	2.5	3.8	0.3	-0.6	3

# Record cards, from the list above:
# COc1cccc(-c2nc(CS(=O)(=O)CC(=O)NCCCOC(C)C)c(C)o2)c1 is listed as NPR1 activator = -6; hcDAF-12 act = -1.4; SMARCA2 act = -4; GC-B act = 4; KLK7 zymogen act = 0.1; hgDAF-12 ag = -2.1; GAA850 FXN act = -1.3; DAX1 inh-1 = -1.4; DAX1 inh-2 = -1.0; ssDAF12 agonist = -0.5; HGIII-sPLA2 inh = -3
# CCOC(CNC(=O)c1ccc(CNC(=O)c2ccc(OC)c(OC)c2)cc1)OCC is listed as NPR1 activator = 0; hcDAF-12 act = -1.9; SMARCA2 act = 4; GC-B act = 0; KLK7 zymogen act = 0.3; hgDAF-12 ag = -2.2; GAA850 FXN act = -0.8; DAX1 inh-1 = 1.1; DAX1 inh-2 = -0.8; ssDAF12 agonist = -1.9; HGIII-sPLA2 inh = 1
